# IDE exosite inh: exo-site inhibitors of human insulin-degrading enzyme | AID 1259349 | z-score at 20 µM | purified IDE, FL-6b probe fluorescence polarization; stronger effect = lower value | hit rate 6.3% among 17,000;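 active = z-score of -3 or lower, meaning strong loss of probe binding signal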;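 note: His-tagged human IDE residues 42-1019 made in E. coli with 30 nM FL-6b probe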
# Target sequence (P14735 42-1019 limits assumed): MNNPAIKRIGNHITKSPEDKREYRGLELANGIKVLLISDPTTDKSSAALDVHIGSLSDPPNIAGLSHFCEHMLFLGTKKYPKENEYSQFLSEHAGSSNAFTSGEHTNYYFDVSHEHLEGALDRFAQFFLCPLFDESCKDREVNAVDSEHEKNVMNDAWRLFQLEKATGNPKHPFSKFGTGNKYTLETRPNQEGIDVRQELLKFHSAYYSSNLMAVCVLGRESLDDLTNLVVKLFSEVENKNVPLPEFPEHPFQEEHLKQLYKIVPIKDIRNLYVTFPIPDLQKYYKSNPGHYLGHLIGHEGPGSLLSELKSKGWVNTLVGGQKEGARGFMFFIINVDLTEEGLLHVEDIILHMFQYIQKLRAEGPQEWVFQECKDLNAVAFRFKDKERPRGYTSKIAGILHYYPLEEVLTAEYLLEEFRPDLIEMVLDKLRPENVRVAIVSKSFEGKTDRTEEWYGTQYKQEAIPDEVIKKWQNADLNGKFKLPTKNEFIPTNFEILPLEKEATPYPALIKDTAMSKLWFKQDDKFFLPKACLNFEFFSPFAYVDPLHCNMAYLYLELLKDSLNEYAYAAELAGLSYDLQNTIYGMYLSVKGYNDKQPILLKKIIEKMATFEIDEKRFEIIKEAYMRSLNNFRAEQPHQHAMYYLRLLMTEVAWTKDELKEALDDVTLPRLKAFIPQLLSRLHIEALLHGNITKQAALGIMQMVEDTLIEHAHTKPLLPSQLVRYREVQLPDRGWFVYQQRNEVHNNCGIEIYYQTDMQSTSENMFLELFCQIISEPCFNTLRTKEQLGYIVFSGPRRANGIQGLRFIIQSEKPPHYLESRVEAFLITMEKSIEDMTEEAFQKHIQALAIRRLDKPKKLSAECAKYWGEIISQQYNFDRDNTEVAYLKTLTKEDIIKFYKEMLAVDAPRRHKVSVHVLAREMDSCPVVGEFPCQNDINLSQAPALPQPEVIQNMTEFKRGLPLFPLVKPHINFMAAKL
# The depositor's hits bear a star; & = joins results of further samples; ! = a repeat was not active.
IDE exosite inh	Compound
-0.35	C[C@@H](NC(=O)C[C@@H]1CC[C@@H]2[C@H](COc3ccc(NS(=O)(=O)c4ccc(Cl)cc4)cc3C(=O)N2C)O1)c1ccccc1
-1.2	O=C(Cc1cccnc1)N1CC(=O)N2[C@@H](CO)[C@H](c3ccc(C#CC4CCCCC4)cc3)[C@@H]2C1
2.9	O=C(C1CC1)N1CCCCN2[C@@H](CO)[C@@H](c3ccc(C#CC4CCCC4)cc3)[C@@H]2C1
-0.32	CN1C(=O)c2cc(NC(=O)c3cscn3)ccc2OC[C@H]2O[C@H](CC(=O)NCc3ccc(Cl)c(Cl)c3)CC[C@H]21
-0.42	CO[C@@H]1CN(C)C(=O)c2cc(NC(=O)c3ccccc3F)ccc2OC[C@H](C)N(CC2CCOCC2)C[C@H]1C
1.3	C[C@H]1CN([C@@H](C)CO)C(=O)c2c(c3ccccc3n2C)-c2ccccc2CO[C@H]1CN(C)C(=O)Nc1ccccc1C(F)(F)F
-0.84	COc1ccc(-c2ccc([C@H]3[C@H]4CN(C(=O)Cc5ccccn5)CC(=O)N4[C@H]3CO)cc2)cc1
0.64	CN(C)CC(=O)N1CC(=O)N2[C@H](C1)[C@@H](c1ccc(C#Cc3cccnc3)cc1)[C@@H]2CO
2.1	CO[C@@H](CN(C)S(=O)(=O)c1ccc(C)cc1)[C@H](C)CN([C@H](C)CO)S(=O)(=O)c1cccc(Cl)c1
1.4	Cc1ccccc1-c1ccccc1[C@H]1[C@@H](CO)N(C(=O)c2cccc(F)c2)[C@H]1C#N
-0.26	CC(C)NC(=O)N1CCCCN2[C@H](CO)[C@H](c3ccc(C#C[C@@H](C)O)cc3)[C@H]2C1
3.5	O=C(Nc1ccc(F)cc1)N1CC(=O)N2[C@H](C1)[C@@H](c1ccc(C#CC3CC3)cc1)[C@@H]2CO
2.2	CN(C)CC#Cc1ccc([C@H]2[C@@H](CO)N3CCCCN(C(=O)CN(C)C)C[C@@H]23)cc1
1.1	COc1ccccc1CN1CC[C@@H]2[C@H](CO)Nc3ccc(-c4cccc(C(=O)N(C)C)c4)cc3[C@@H]21
-1.1	CN1CCN(C(=O)C[C@@H]2CC[C@H]3[C@@H](COc4ccc(NC(=O)c5cccs5)cc4C(=O)N3C)O2)CC1
0.21	Cc1cc(C(=O)Nc2ccc3c(c2)C(=O)N(C)[C@H]2CC[C@H](CC(=O)NCc4ccc(-c5ccccc5)cc4)O[C@H]2CO3)no1
-0.18	O=C(c1ccncc1)N1CCCCN2[C@H](C1)[C@@H](c1ccc(-c3ccccc3)cc1)[C@@H]2CO
-0.5	C[C@H](NC(=O)C[C@H]1CC[C@H]2[C@H](COc3ccc(NS(=O)(=O)c4ccc(Cl)cc4)cc3C(=O)N2C)O1)c1ccccc1
-1.3	O=C(Nc1ccccc1F)N1CC(=O)N2[C@H](C1)[C@@H](c1ccc(-c3ccc(F)cc3)cc1)[C@@H]2CO
0.55	O=C(NC[C@@H]1[C@H](c2ccccc2)[C@@H](CO)N1C(=O)C1CCC1)NC1CCCC1
1.6	CC(=O)N(C)C[C@H]1[C@@H](c2ccc(C#CC(C)C)cc2)[C@@H](CO)N1C(=O)C1CCC1
4	O=C(c1cnccn1)N1CC(=O)N2[C@H](CO)[C@H](c3ccc(C#CC4CCCCC4)cc3)[C@H]2C1
-3.8*	COc1cccc(-c2ccc([C@H]3[C@@H](C#N)N(C(=O)Cc4ccccc4)[C@@H]3CO)cc2)c1
-3.6*!	Cc1ccccc1-c1ccc(C2[C@H]3CNC[C@@H]2N3C(=O)Nc2ccc(Cl)cc2)cc1 (some centres not stated)
-0.2	CO[C@H]1CN(C)C(=O)c2ccc(NC(=O)Nc3ccccc3F)cc2OC[C@@H](C)N(CC2CC2)C[C@H]1C
2.8	CC(=O)N(C[C@H]1N[C@H](CO)[C@H]1c1ccc(-c2ccc(F)cc2)cc1)C(C)C
-1.1	COc1ccc2c3c([nH]c2c1)[C@@H](CO)N(C(=O)c1cccnc1)CC31CN(Cc2ccccc2)C1
-0.77	O=C(NCC[C@H]1CC[C@H](NC(=O)C2CCOCC2)[C@H](CO)O1)c1cc(Cl)cc(Cl)c1
-0.57	C[C@@H]1CN([C@H](C)CO)C(=O)c2ccccc2-c2ccccc2CO[C@H]1CN(C)C(=O)[C@H]1CCCN1C
-0.5	O=C(CC1CC1)N1CC2(C1)[C@@H](c1ccccc1)[C@@H](CO)N2C(=O)c1ccccn1
-1.9	CCCNC(=O)N1[C@H](CO)[C@H](c2ccccc2-c2ccccc2F)[C@@H]1C#N
-0.33	CC(=O)NC[C@@H]1[C@H](c2ccc(-c3cccc(F)c3)cc2)[C@@H](CO)N1C(C)=O
5.4	N#C[C@H]1[C@H](c2ccc(C#Cc3ccc(F)cc3)cc2)[C@H](CO)N1c1nc(-c2ccccc2)cs1
1.9	C/C=C/c1ccc([C@H]2[C@@H](CO)N(C(C)=O)[C@@H]2CN(CCC)C(C)=O)cc1
-0.85	COc1ccc(CN2C[C@H](O)COC[C@@H]3O[C@@H](CC(=O)N(C)C)CC[C@H]32)cc1
-0.4	CCS(=O)(=O)N(C)C[C@@H]1N[C@H](CO)[C@@H]1c1ccc(C2=CCCCC2)cc1
3.8	N#C[C@@H]1[C@H](c2ccccc2C2=CCCC2)[C@@H](CO)N1C(=O)CN1CCOCC1
-1.1	COCC(=O)N1[C@@H](C#N)[C@H](c2ccc(-c3cccc(F)c3)cc2)[C@@H]1CO
-1.3	CCC(=O)N1CCCCN2[C@H](C1)[C@@H](c1ccc(C#Cc3ccccc3)cc1)[C@@H]2CO
-2	O=C(CC1CC1)N1CC(=O)N2[C@H](C1)[C@@H](c1ccc(/C=C/c3ccccc3)cc1)[C@@H]2CO
0.13	COc1ccc2c3c(n(C)c2c1)[C@H](CO)NCC31CN(S(=O)(=O)c2ccc(C)cc2)C1
2.8	COc1ccc(C#Cc2ccc([C@H]3[C@H](CO)N4C(=O)CN(C(=O)Nc5ccccc5F)C[C@@H]34)cc2)cc1
0.11	O=C(Cc1ccccc1)NC[C@H]1N[C@H](CO)[C@@H]1c1ccc(C2=CCCC2)cc1
-0.14	N#C[C@@H]1[C@H](c2ccccc2C2=CCCCC2)[C@H](CO)N1C(=O)c1ccccn1
4.7	CC(C)C#Cc1ccc([C@H]2[C@@H](CO)N3CCCCN(C(=O)Nc4ccccc4)C[C@@H]23)cc1
2.4	C/C=C/c1ccc([C@@H]2[C@@H](CNC(C)=O)N(C(=O)Cc3cccnc3)[C@H]2CO)cc1
-0.41	COc1ccc(-c2ccc([C@H]3[C@@H](CO)N4C(=O)CN(C(=O)NC(C)C)C[C@H]34)cc2)cc1
3	CCS(=O)(=O)N1[C@H](C#N)[C@@H](c2ccc(C3=CCCCC3)cc2)[C@H]1CO
1.3	C[C@@H]1CCCCO[C@H](CN(C)C(=O)Nc2ccc(C(F)(F)F)cc2)[C@@H](C)CN([C@H](C)CO)C(=O)c2cc(NS(=O)(=O)c3cn(C)cn3)ccc2O1
0.53	C[C@@H](NC(=O)C[C@H]1CC[C@H]2[C@@H](COC[C@@H](O)CN2C(=O)Nc2cccc(Cl)c2)O1)c1ccccc1
-0.23	COc1cccc(-c2ccc([C@@H]3[C@H](C#N)N(C(=O)Cc4ccccc4)[C@H]3CO)cc2)c1
-1.9	CN1CCCCN2[C@@H](CO)[C@H](c3ccc(-c4cccnc4)cc3)[C@@H]2C1
-0.53	O=C(NC[C@H]1N[C@H](CO)[C@H]1c1ccccc1)c1ccccc1F
0.11	COc1ccccc1S(=O)(=O)N[C@@H]1C=C[C@@H](CC(=O)N2CCOCC2)O[C@H]1CO
0.94	N#C[C@@H]1[C@@H](c2ccccc2-c2ccccc2F)[C@@H](CO)N1C(=O)C1CCOCC1
-1.1	O=C(Nc1ccccc1)N1CCCCN2[C@H](C1)[C@@H](c1ccc(C#CC3CC3)cc1)[C@@H]2CO
-2.4	O=C(C1CCCC1)N1CC(=O)N2[C@H](CO)[C@@H](c3ccc(Br)cc3)[C@@H]2C1
0.2	O=C(C[C@H]1CC[C@H]2[C@@H](COC[C@H](O)CN2C(=O)c2cccnc2)O1)NCC1CC1
-3.6*	COc1cccc(C(=O)Nc2ccc3c(c2)C(=O)N(C)[C@H]2CC[C@@H](CC(=O)N[C@H](C)c4ccccc4)O[C@@H]2CO3)c1
2	CN(C)CC#Cc1ccc([C@H]2[C@H](CO)N3C(=O)CN(C(=O)c4cccnc4)C[C@@H]23)cc1

# Among those listed so far, these have a CF3 group.
IDE exosite inh	Compound
1.3	C[C@H]1CN([C@@H](C)CO)C(=O)c2c(c3ccccc3n2C)-c2ccccc2CO[C@H]1CN(C)C(=O)Nc1ccccc1C(F)(F)F
1.3	C[C@@H]1CCCCO[C@H](CN(C)C(=O)Nc2ccc(C(F)(F)F)cc2)[C@@H](C)CN([C@H](C)CO)C(=O)c2cc(NS(=O)(=O)c3cn(C)cn3)ccc2O1

# Among those listed so far, seven contain a Cl atom.
IDE exosite inh	Compound
-0.35	C[C@@H](NC(=O)C[C@@H]1CC[C@@H]2[C@H](COc3ccc(NS(=O)(=O)c4ccc(Cl)cc4)cc3C(=O)N2C)O1)c1ccccc1
-0.32	CN1C(=O)c2cc(NC(=O)c3cscn3)ccc2OC[C@H]2O[C@H](CC(=O)NCc3ccc(Cl)c(Cl)c3)CC[C@H]21
2.1	CO[C@@H](CN(C)S(=O)(=O)c1ccc(C)cc1)[C@H](C)CN([C@H](C)CO)S(=O)(=O)c1cccc(Cl)c1
-0.5	C[C@H](NC(=O)C[C@H]1CC[C@H]2[C@H](COc3ccc(NS(=O)(=O)c4ccc(Cl)cc4)cc3C(=O)N2C)O1)c1ccccc1
-3.6*!	Cc1ccccc1-c1ccc(C2[C@H]3CNC[C@@H]2N3C(=O)Nc2ccc(Cl)cc2)cc1 (some centres not stated)
-0.77	O=C(NCC[C@H]1CC[C@H](NC(=O)C2CCOCC2)[C@H](CO)O1)c1cc(Cl)cc(Cl)c1
0.53	C[C@@H](NC(=O)C[C@H]1CC[C@H]2[C@@H](COC[C@@H](O)CN2C(=O)Nc2cccc(Cl)c2)O1)c1ccccc1

# New compounds follow:
IDE exosite inh	Compound
2	CCCC#Cc1ccc([C@@H]2[C@H]3CN(CC4CCOCC4)CCCCN3[C@H]2CO)cc1
-0.48	COc1ccc2c3c(n(C)c2c1)[C@H](CO)N(C(C)=O)CC31CCN(C(=O)Nc2ccccc2F)CC1
0.48	COc1ccccc1NC(=O)N1CC(=O)N2[C@H](CO)[C@H](c3ccc(C#CC(C)C)cc3)[C@@H]2C1
-4.9*	Cc1ccccc1-c1ccc(C2[C@H]3CNC[C@@H]2N3S(=O)(=O)c2cn(C)cn2)cc1 (some centres not stated)
4.7	CC(=O)N(C[C@@H]1N[C@@H](CO)[C@@H]1c1ccc(-c2ccccc2)cc1)C(C)C
1.1	COc1cccc(-c2ccccc2[C@H]2[C@@H](CO)N(C(=O)Nc3ccc(F)cc3)[C@H]2C#N)c1
0.8	CNC[C@@H]1Oc2ccc(NS(=O)(=O)c3ccc(OC)cc3)cc2C(=O)N([C@@H](C)CO)C[C@@H]1C
-0.92	CCCNC(=O)N1CC2(CCN(C(=O)c3cccc(F)c3)CC2)c2c([nH]c3cc(OC)ccc23)[C@H]1CO
-0.8	CCS(=O)(=O)Nc1ccc2c(c1)C(=O)N(C)[C@@H]1CC[C@H](CC(=O)N[C@@H]3CCN(Cc4ccccc4)C3)O[C@H]1CO2
-0.17	C/C=C/c1ccc([C@H]2[C@H](CO)N3C(=O)CN(C(=O)Nc4ccc(F)cc4)C[C@@H]23)cc1
1.3	CN(C)CC(=O)N1[C@H](CO)[C@H](c2ccccc2-c2cccc(C(=O)N(C)C)c2)[C@@H]1C#N
-0.26	C[C@H]1CN([C@@H](C)CO)C(=O)c2cccc(NC(=O)Nc3ccc(C(F)(F)F)cc3)c2O[C@H]1CN(C)S(=O)(=O)c1cn(C)cn1
0.56	COc1ccc2c3c([nH]c2c1)[C@H](CO)N(C(C)=O)CC31CCN(C(=O)c2ccc3c(c2)OCO3)CC1
-2.6	O=C(Nc1ccccc1F)N1CC(=O)N2[C@@H](CO)[C@H](c3ccc(-c4ccccc4)cc3)[C@@H]2C1
-0.72	C[C@@H](NC(=O)C[C@@H]1C=C[C@H](NC(=O)c2cccnc2)[C@@H](CO)O1)c1ccccc1
-0.56&-1.1	N#Cc1ccc(-c2ccc(C3[C@@H]4CN(C(=O)c5ccncc5)C[C@H]3N4)cc2)cc1 (some centres not stated)
-0.63	CCCC#Cc1ccc([C@H]2[C@H](CO)N3C(=O)CN(C(=O)NCCC)C[C@@H]23)cc1
3.6&0.69	COc1cccc(-c2ccc(C3[C@H]4CNC[C@@H]3N4Cc3ccc(F)cc3)cc2)c1 (some centres not stated)
-1.1	COc1ccccc1-c1ccc([C@H]2[C@@H](CO)N3CCCCN(C(=O)c4ccncc4)C[C@@H]23)cc1
1.6	N#C[C@@H]1[C@H](c2ccc(C3=CCCCC3)cc2)[C@H](CO)N1C(=O)C1CCOCC1
-0.21	C[C@H]1CN([C@@H](C)CO)C(=O)c2ccccc2-c2ccccc2CO[C@@H]1CN(C)S(=O)(=O)c1cccs1
0.22	O=C1CN(S(=O)(=O)c2cccc(F)c2)C[C@@H]2[C@@H](c3ccc(C4=CCCC4)cc3)[C@H](CO)N12
2.1	Cc1cccc(S(=O)(=O)N2CCCCN3[C@H](CO)[C@@H](c4ccc(C#CC5CC5)cc4)[C@H]3C2)c1
-0.72	COCC(=O)N1CCC2(CC1)CN[C@@H](CO)c1c2c2ccc(OC)cc2n1C
-1.2	Cc1noc(C)c1S(=O)(=O)N(C)C[C@H]1Oc2c(NC(=O)c3ccc(-c4nccs4)cc3)cccc2C(=O)N([C@@H](C)CO)C[C@H]1C
0.21	CCS(=O)(=O)N1CCCCN2[C@H](C1)[C@@H](c1ccc(C#Cc3ccccn3)cc1)[C@@H]2CO
2.9	CN(C)CC#Cc1ccc([C@@H]2[C@@H](CO)N3C(=O)CN(C(=O)Cc4cccnc4)C[C@@H]23)cc1
-0.52	C[C@H](CO)N1C[C@H](C)[C@@H](CN(C)Cc2ccc(C(=O)O)cc2)OCCCC[C@H](C)Oc2ccc(N(C)C)cc2C1=O
3.3	N#Cc1ccc(-c2ccc([C@@H]3[C@@H](CO)N4C(=O)CN(C(=O)Cc5ccccc5)C[C@H]34)cc2)cc1
2.2	N#C[C@H]1[C@H](c2ccc(C#Cc3ccccc3F)cc2)[C@H](CO)N1C(=O)C1CCC1

# Bioassay records from PubChem.

# These rows are one share of the data; count on the stated rates, not on these rows.
